Bioassay records from PubChem.
GPR55 activation – GPR55 agonists via beta-arrestin recruitment, primary screen, imaging, U2OS cells, beta-arrestin-GFP redistribution (AID 1961). U2OS GPR55 beta-arrestin-GFP redistribution imaging; higher % means a stronger effect. activation, % at 10 µM, or EC50 in µM where a hit was titrated. 290,000 tested, 0.048% active;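 active means activation above 40% with more than 50 cells counted in the well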;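 further: U2OS osteosarcoma cells stably expressing GPR55 and beta-arrestin-GFP; plate controls were DMSO negative control for no effect and LPI positive control for full effect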
Salmonella PhoP GFP – PhoP-dependent GFP reporter repression – Salmonella Typhimurium, primary screen (AID 1863) | S. Typhimurium PhoP-regulated promoter GFP reporter, 4 h; higher % means a stronger effect | inhibition, % at 50 µM, or IC50 in µM where a hit was titrated | 300,000 tested, 0.16% active;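 active means inhibition over 29.93%, a cutoff 3 SD above the screen mean, later confirmed by dose response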;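 further: 0% = low Mg2+ inducing control and 100% = high Mg2+ repressing control; strong numbers were not always called active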
West Nile antiviral – inhibition of WNV-induced cytopathic effect – cell-based, CPE readout (AID 1621) | West Nile virus-infected cells, CPE inhibition; higher % means a stronger effect | one-dose CPE inhibition, % at 10 µM; IC50 in µM for titrated hits | 290,000 tested, 0.02% active; in the data active means a potency from the dose series; further: strong numbers were not always called active
KOR beta-arrestin-1 – KOR antagonists, beta-arrestin recruitment, cell-based, luminescence, uHTS (AID 1778); KOR beta-arrestin recruitment, luminescence, antagonist mode; higher % means a stronger effect; 290,000 tested, 0.091% active; one-dose inhibition, % at 10 µM; IC50 in µM for titrated hits; in the data active means inhibition above about 50%; further: strong numbers were not always called active
GPR35 arrestin U2OS – GPR35 antagonists blocking zaprinast-driven arrestin recruitment, primary screen, imaging, U2OS, beta-arrestin-GFP, zaprinast agonist (AID 2058); U2OS GPR35 beta-arrestin-GFP translocation imaging, zaprinast antagonism; higher % means a stronger effect; inhibition, % at 10 µM, or IC50 in µM where a hit was titrated; 290,000 tested, 0.052% active;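 active means inhibition of at least 50% with at least 30 cells and total cytoplasm GFP at most 10,000,000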
KOR beta-arrestin-2 – kappa opioid receptor activators – cell-based, luminescence, uHTS, primary screen (AID 1777); KOR beta-arrestin recruitment, luminescence; higher % means a stronger effect; activation, % at 10 µM; hits with a dose series show EC50 in µM; 280,000 tested, 0.02% active; in the data active means activation above about 50%, passing the limit was not always enough; further: a part of the inactive calls stands beside numbers as strong as those of hits
GPR55 antagonists – inhibition of LPI-stimulated GPR55 beta-arrestin translocation – imaging, U2OS, beta-arrestin-GFP, LPI agonist, primary screen (AID 2013); U2OS GPR55 beta-arrestin-GFP translocation imaging, LPI antagonism; higher % means a stronger effect; inhibition, % at 10 µM; hits with a dose series show IC50 in µM; 290,000 tested, 0.13% active;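 active means spots per cell inhibited over 60%, with over 100 cells counted and total cytoplasm intensity under 500,000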;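 further: U2OS cells stably carrying GPR55 and arrestin-GFP stimulated by 5 µM LPI near EC80; imaged beta-arrestin-GFP aggregate spots per cell after agonist stimulation; plate controls were LPI-stimulated DMSO wells for no effect and DMSO wells without LPI for full effect; some results filed as inactive read as strong as hits; confirmed hits need IC50 under 10 µM and bright autofluorescent wells are also inconclusive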
NTR1 ag – agonists of NTR1, primary screen, imaging, U2OS cells, beta-arrestin-GFP, high content (AID 493036); P30989; NTR1-U2OS beta-arrestin-GFP spot imaging, agonist mode; activation, % at 20 µM; 330,000 tested, 0.17% active;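 active means activation at or above 40% of the spot to cytoplasm intensity ratio, with at least 20 cells analyzed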;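 further: 0% = DMSO without peptide and 100% = 100 nM NTR1 peptide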
Target sequence (P30989 whole entry, looked up): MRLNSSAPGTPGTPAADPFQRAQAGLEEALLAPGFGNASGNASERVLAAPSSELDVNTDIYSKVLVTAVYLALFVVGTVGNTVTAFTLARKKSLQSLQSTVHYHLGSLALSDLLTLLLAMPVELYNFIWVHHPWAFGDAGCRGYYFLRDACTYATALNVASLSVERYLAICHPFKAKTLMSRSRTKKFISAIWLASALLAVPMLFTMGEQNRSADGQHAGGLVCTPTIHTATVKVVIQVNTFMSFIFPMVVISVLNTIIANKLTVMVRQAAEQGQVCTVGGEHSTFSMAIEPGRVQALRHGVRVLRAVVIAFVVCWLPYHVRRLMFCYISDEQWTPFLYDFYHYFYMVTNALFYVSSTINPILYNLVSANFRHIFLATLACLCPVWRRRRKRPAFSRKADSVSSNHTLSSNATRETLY
T cell modulator – T cell immune modulation candidate; AID 2052; calls only at 7 µM; 2C CD8+ T cell-vesicle binding, flow cytometry; active compounds read low; 330,000 tested, 0.068% active;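 active means response, share of CD8 T cells binding vesicles, and their 90th percentile fluorescence all below set limits, cut at about 80% in these data, passing the limit was not always enough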
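Incubation: binding step 1.5 h, 37 °C, antibody labelling 20 min, ice; system: murine 2C transgenic CD8+ T lymphocytes; technique: cytometric PE anti-B7-1 and Alexa647 anti-CD8 signals after 1% paraformaldehyde fixation; also added: QL9-charged Drosophila Ld/ICAM-1/B7-1 vesicles; control set: naked versus QL9-loaded vesicles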
T cell modulator vesicle-bound % – second read-out of T cell modulator, no call of its own (marks repeat the call); double positive events, %; measured here: CD8+ vesicle-bound cell fraction;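 binding gate set so that unloaded-vesicle control wells show 10% double positive cells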
NTR1 ag cell count 20 µM – also measured in NTR1 ag; calls as there; cell count; measured here: cell count, cytotoxicity flag
Active calls of the source: *; i = inactive; x = not tested or not shown; [ ] = another dose, or the depositor's remark.

SMILES	GPR55 activation	Salmonella PhoP GFP	West Nile antiviral	KOR beta-arrestin-1	GPR35 arrestin U2OS	KOR beta-arrestin-2	GPR55 antagonists	NTR1 ag	NTR1 ag cell count 20 µM	T cell modulator	T cell modulator vesicle-bound %
COc1cccc(COC(=O)C2CC(=O)N(Cc3ccco3)C2)c1OC (centres undefined)	0.3%	9%	0.0%	10%	-3%	-0.9%	1%	0.0	32	i	9
COc1ccc(CCC(=O)Nc2ccc(-c3noc(-c4ccc(OC)c(OC)c4)n3)cc2)cc1	-0.1%	9%	0.0%	-92%	-11%	2.8%	4%	-1.9	80	i	37
Cn1c(SCc2ccccc2)nc(C(F)(F)F)cc1=O	0.9%	-9%	0.0%	-12%	1%	3.8%	-2%	-0.4	56	i	36
Cc1cccc(NC(=O)CN(C)S(=O)(=O)c2ccc3c(c2)n(C)c(=O)c(=O)n3C)c1C	0.4%	-2%	1.4%	-3%	8%	8.5%	15%	-1.0	59	i	11
CCOc1ccc(-n2cc(-c3ccccc3)c3c(N4CCOCC4)ncnc32)cc1	-0.1%	6%	1.9%	-117%[20 µM]	-5%	-1.8%	11%	17	83	i	65
O=C(O)CC1COc2ccccc2N1C(=O)c1ccccc1Cl (centres undefined)	-0.6%	3%	0.3%	5%	-16%	-4.4%	7%	-0.3	45	i	57
Cc1ccc(N=Nc2ccc3ccccc3c2O)cc1	-0.1%	9%	-0.1%	16%[20 µM]	1%	-9.1%	1%	3.4	57	i	20
C(=C\c1ccccc1)/CSc1nnc(-c2ccncc2)n1Cc1ccco1	-0.2%	8%	-0.4%	-31%	-14%	-5.5%	16%	0.0	42	i	54
S=c1[nH]nc(C2CCCCC2)n1/N=C/c1ccc(Br)s1	0.3%	-9%	2.2%	-11%	1%	2.8%	16%	13	78	i	22
Cc1nonc1CN(C)C(=O)CC1C(=O)NCCN1Cc1cccc(C(F)(F)F)c1 (centres undefined)	-0.1%	-9%	-0.3%	-3%	8%	-2.8%	8%	0.3	49	i	25
O=C(O)CN1C(=O)C(=O)N(Cc2cccc(F)c2)C1=O	-0.1%	-9%	-0.1%	16%	-12%	-0.6%	13%	0.6	76	x	x
CC(C)c1nc(C#N)c(NCCCn2ccnc2)o1	-0.1%	7%	0.1%	-13%	-6%	-6.8%	5%	-1.3	69	i	8
COc1cc2c(cc1OC)CN(Cc1cc(=O)n3c(-c4ccccc4)csc3n1)CC2	-0.5%	-5%	0.0%	20%	0%	-1.7%	3%	-0.6	39	i	28
COC(=O)\C(C(C)=O)=C(/C=C/C=C/C=C/N(C)C)N(C)C	0.2%	-15%	0.1%	7%	0%	0.2%	8%	0.8	49	i	44
COc1ccc(C(=O)Nc2ccc3c(c2)C(=O)c2ccccc2C3=O)cc1OC	0.1%	-1%	-1.0%	9%	4%	3.1%	11%	-1.1	37	i	45
CCCOC(=S)N/C(=N\S(=O)(=O)c1ccccc1)c1ccccc1	0.0%	-10%	0.7%	25%	-4%	-3.8%	10%	1.1	74	i	39
Cc1ccc(O)c(NC(=O)c2ccc3c(c2)C(=O)N(Cc2cccnc2)C3=O)c1	-0.2%	-4%	0.4%	-6%	1%	0.8%	5%	-0.7	58	i	10
S=C(NCc1ccco1)N/N=C/c1ccccc1Cl	0.8%	22%	-1.5%	-10%	2%	-0.5%	-1%	4.7	46	i	26
COc1cc2c(cc1OC)C1=NC(=O)CN1C(SCc1ccc(C)cc1)=N2	0.2%	8%	-0.5%	-25%	4%	7.0%	-14%	0.1	48	i	38
CCNc1cc(N2CCN(S(=O)(=O)c3ccc4c(c3)CCCC4)CC2)ccc1[N+](=O)[O-]	0.2%	19%	1.3%	-6%	3%	0.8%	2%	-1.1	57	i	1
CC(CN1CCN(C)CC1)OC(=O)c1ccccc1Cl (centres undefined)	-0.3%	-2%	x	-55%	6%	0.9%	1%	-1.7	77	i	44
CCOc1cnc(C(=O)NNC(=O)c2ccccc2Br)o1	0.0%	-7%	x	-16%	9%	-4.0%	-12%	0.4	32	i	53
CC(C)(O)CC[C@@H](O)[C@](C)(O)[C@H]1CC[C@@]2(O)C3=CC(=O)[C@@H]4C[C@@H](O)[C@@H](O)C[C@]4(C)[C@H]3CC[C@]12C	-0.1%	4%	-0.6%	-31%	17%	4.6%	-7%	0.1	54	i	66
CCCCOc1ccc(CSc2nnc(C)n2N)cc1[N+](=O)[O-]	0.0%	2%	-0.9%	-28%[20 µM]	-3%	x	-3%	-0.9	93	i	49
CN(c1ccccc1)c1ccc(/C=N/N2CCOCC2)cc1	0.2%	-11%	0.1%	-21%	-4%	0.2%	14%	2.0	48	i	48
O=C(C[n+]1cc(-c2ccccc2)n2c1CCC2)Nc1nc(-c2ccc(F)cc2)cs1	0.6%	11%	-0.4%	1%	-6%	-3.2%	19%	0.6	43	i	14
COc1cc2cc(C(=O)O)[nH]c2c(OC)c1OC	0.0%	-9%	0.4%	-29%	22%	-9.1%	7%	2.3	55	i	34
Cc1onc(-c2ccccc2Cl)c1C(=O)NCc1cccnc1	-0.2%	-6%	0.1%	8%	6%	3.2%	16%	-0.7	88	i	16
Cc1ccc2oc(C(=O)N(Cc3ccc(N(C)C)cc3)CC3CCCO3)c(C)c2c1 (centres undefined)	-0.1%	-10%	-0.5%	-33%	-14%	-3.6%	7%	6.1	68	i	8
CCc1ccc(NC(=O)/C(C#N)=C/c2cc3ccc(C)cc3nc2N2CCOCC2)cc1	0.1%	10%	-1.3%	9%	0%	1.2%	11%	2.8	52	i	51
Cc1ccc(CS(=O)Cc2ccc(C(=O)NCC(C)c3ccccc3)o2)cc1 (centres undefined)	-0.2%	0%	0.1%	-16%	-6%	1.5%	-2%	-1.8	54	i	33
CCOc1ccc(NC(=O)COC(=O)Cn2cnnn2)cc1OCC	-0.2%	2%	0.5%	14%	-4%	2.9%	-5%	-0.3	89	i	11
Cc1occc1-c1n[nH]c(=S)n1-c1ccccc1	-0.1%	-12%	0.0%	3%	-5%	3.7%	5%	0.9	37	i	44
COC(=O)C(C#N)C(=C1C(=O)CC(C)(C)CC1=O)c1ccc(O)cc1 (centres undefined)	-0.1%	4%	0.2%	9%	-6%	0.0%	-3%	2.9	59	i	22
CCN1CCN(S(=O)(=O)c2ccc(C(=O)Nc3sc4c(c3C(N)=O)CCN(CC)C4)cc2)CC1	0.0%	-4%	0.0%	13%	-8%	-5.9%	6%	-1.2	67	i	30
Cc1ccc(NC(=O)CN2C(=O)COc3ccc(S(=O)(=O)N4CCCC4)cc32)c(C)c1	-0.2%	-2%	-0.4%	0%	7%	1.5%	20%	0.2	58	i	52

Copied from the list:
CCc1ccc(NC(=O)/C(C#N)=C/c2cc3ccc(C)cc3nc2N2CCOCC2)cc1 in KOR beta-arrestin-1 is entered as 9%
CCOc1ccc(NC(=O)COC(=O)Cn2cnnn2)cc1OCC in NTR1 ag is entered as -0.3
Cc1occc1-c1n[nH]c(=S)n1-c1ccccc1 in KOR beta-arrestin-2 is entered as 3.7%

Additional results.
SMILES	GPR55 activation	Salmonella PhoP GFP	West Nile antiviral	KOR beta-arrestin-1	GPR35 arrestin U2OS	KOR beta-arrestin-2	GPR55 antagonists	NTR1 ag	NTR1 ag cell count 20 µM	T cell modulator	T cell modulator vesicle-bound %
COCCNC(=O)c1ccc(CS(=O)(=O)c2cccc(C(F)(F)F)c2)o1	-0.1%	3%	1.4%	43%	-10%	-5.3%	8%	-1.3	80	i	48
CC(C)CN(CC(C)C)C(=O)CS(=O)(=O)Cc1ccccc1	-0.2%	-5%	-0.5%	-17%	3%	-0.8%	2%	-0.6	53	i	24
CC(Sc1nc2ccccc2n1C)C(=O)Nc1ccc(N2CCOCC2)cc1 (centres undefined)	-0.4%	4%	-0.7%	-5%	8%	0.9%	13%	3.6	28	i	26
Cn1c(=O)c2c(nc(NCc3cccnc3)n2Cc2ccccc2Cl)n(C)c1=O	1.2%	-2%	-0.6%	-50%[20 µM]	-7%	-1.0%	-10%	-0.4	70	i	59
N#C/C(=C\C=C\c1ccccc1[N+](=O)[O-])c1nc(-c2ccc3c(c2)OCO3)cs1	1.2%	-1%	-0.4%	-19%	-7%	-2.7%	3%	2.4	61	i	48
COCCNC(=O)C(=O)Nc1ccc(Br)cc1	0.6%	-3%	-0.8%	-17%	-2%	0.6%	-3%	1.1	41	i	15
C=CCOc1cccc(/C=N/NC(=O)C(=O)NCc2ccco2)c1	0.0%	2%	x	3%	17%	-1.3%	18%	2.4	48	i	44
O=C(c1ccccc1)c1ccc(C(=O)N2CCN(c3ccc(F)cc3)CC2)o1	-0.2%	1%	-0.4%	13%	4%	12%	-20%	3.5	51	i	33
CN(CC(=O)Nc1cccc(F)c1)C(=O)c1cn(-c2ccccc2)nc1-c1ccccc1	-0.1%	-7%	-1.1%	20%	-12%	-2.4%	11%	6.1	55	i	34
COc1ccccc1Nc1nc2ccc(C)cc2n2cnnc12	0.4%	2%	-0.3%	-11%	-10%	-1.6%	-7%	27	42	i	23
CCOC(=O)C(NCc1ccc2c(c1)OCO2)(NC(=O)CC)C(F)(F)F (centres undefined)	0.0%	4%	0.0%	4%	-6%	-4.6%	6%	-2.9	94	i	8
CN(Cc1cccnc1)C(=O)c1cc(COc2ccc3c(c2)CCCC3)on1	0.3%	-4%	-0.9%	0%	-13%	3.7%	0%	1.9	70	i	5
COc1ccccc1NC(=O)C1=C(C)Nc2ncnn2C1c1ccccc1C (centres undefined)	-2.3%	13%	0.4%	-13%	-10%	3.0%	8%	-1.3	88	i	43
Cc1ccc(SCCN2CCN(C)CCC2=O)cc1	-0.1%	-5%	0.1%	25%	16%	-1.1%	1%	-4.2	100	x	x
Cc1ccc(OCC(=O)Nc2ccc(CN3CCCCC3)cc2)c(C)c1	-0.1%	6%	0.4%	-27%[20 µM]	14%	-2.3%	0%	0.1	88	i	36
CS(=O)(=O)c1nc(-c2ccccc2)cc(C(F)(F)F)n1	22%	-14%	x	17%	11%	-9.8%	16%	-2.2	73	i	44
Cc1ccc(S(=O)(=O)CC(=O)c2ccccc2[N+](=O)[O-])cc1	0.7%	10%	-0.7%	-77%[20 µM]	5%	5.9%	-3%	0.5	52	i	57
O=C(CCN1CCOCC1)c1ccc2c(c1)OCCO2	0.6%	13%	-0.9%	18%	-2%	6.6%	-2%	1.2	57	i	23
Cc1cc(C)nc(N2N=C(C(C)(C)C)CC2=O)n1	-0.1%	-3%	1.4%	24%	20%	3.0%	1%	-0.4	58	i	51
